EPAC2 antagonist: blocks human EPAC2 exchange factor | Q8WZA2 | EPAC2 GEF exchange of Rap1B-BODIPY-GDP, fluorescence | Potency, µM (series often up to 114 µM), for the others: top-dose activity, negative = inhibition, hits mostly inhibitors | 360,000 tested, 0.18% active; also: potency is read from the fitted curve at half-maximal effect; % is scaled to controls: 0 for no effect and ±100 for the full control effect; nearly all actives have a fitted effect of over 45% in size; many of its hits are not listed in these tables
Target sequence (Q8WZA2 whole entry, looked up): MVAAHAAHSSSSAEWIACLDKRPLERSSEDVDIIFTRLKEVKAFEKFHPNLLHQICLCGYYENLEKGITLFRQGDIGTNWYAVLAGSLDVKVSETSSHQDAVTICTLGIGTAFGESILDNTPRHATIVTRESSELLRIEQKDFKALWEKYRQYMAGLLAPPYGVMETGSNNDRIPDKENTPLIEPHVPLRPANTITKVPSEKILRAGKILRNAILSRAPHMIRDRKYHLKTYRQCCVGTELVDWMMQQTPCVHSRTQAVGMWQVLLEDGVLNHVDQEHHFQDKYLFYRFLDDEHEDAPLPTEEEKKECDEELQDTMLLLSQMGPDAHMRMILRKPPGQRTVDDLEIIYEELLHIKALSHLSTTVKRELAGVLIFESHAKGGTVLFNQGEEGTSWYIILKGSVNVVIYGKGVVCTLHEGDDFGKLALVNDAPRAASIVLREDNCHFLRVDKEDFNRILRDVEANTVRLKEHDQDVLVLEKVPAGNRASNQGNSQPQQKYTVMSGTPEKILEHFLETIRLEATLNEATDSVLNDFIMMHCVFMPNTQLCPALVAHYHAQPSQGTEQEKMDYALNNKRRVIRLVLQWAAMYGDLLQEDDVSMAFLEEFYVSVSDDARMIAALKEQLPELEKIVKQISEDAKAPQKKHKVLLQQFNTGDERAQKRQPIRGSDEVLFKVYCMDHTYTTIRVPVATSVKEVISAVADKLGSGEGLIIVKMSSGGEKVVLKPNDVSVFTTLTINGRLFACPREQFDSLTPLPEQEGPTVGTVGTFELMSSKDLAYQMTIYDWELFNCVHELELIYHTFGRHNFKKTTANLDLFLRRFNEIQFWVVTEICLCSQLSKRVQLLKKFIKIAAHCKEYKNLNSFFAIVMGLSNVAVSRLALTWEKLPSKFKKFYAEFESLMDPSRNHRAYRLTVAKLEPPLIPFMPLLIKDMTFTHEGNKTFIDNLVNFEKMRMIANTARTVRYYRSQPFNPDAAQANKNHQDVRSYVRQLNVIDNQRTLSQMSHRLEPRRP
aSyn rescue: inhibitors of alpha-synuclein toxicity in yeast | Yeast expressing alpha-synuclein, growth rescue, BacTiter-Glo, 24 h | Potency, µM (series often up to 46.1 µM), inactives show at the top dose growth rescue (activation), usual class: activators | 370,000 tested, 0.14% active | AID 652106; also: potency is read from the fitted curve at half-maximal effect; % of control where 0% means no effect; nearly all actives have a fitted effect of over 65% in size
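Rescue of yeast growth: cells expressing toxic alpha-synuclein, induced in galactose at OD600 0.02, incubated with compound 24 h at 30 C. ATP luminescence quantified growth; inhibitors of toxicity appear as activators.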
DRD3 agonist: D3 dopamine receptor (human) agonism. D3R DiscoveRx beta-arrestin cells, luminescence, 90 min. P35462. 410,000 tested, 0.58% active. max activation, %; in the data active = max activation above about 30%; also: 0% is about no effect; mostly tested at two doses, the higher about 12 µM
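Agonist mode: compounds and dopamine controls were applied to plated cells for 90 min at 37 degrees C after an overnight attachment at 1500 cells/well. Luminescent read-out followed 30 - 60 minutes at room temperature with DiscoveRx detection reagent.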
FUS suppressor: FUS proteinopathy suppression in yeast; S. cerevisiae FUS-expressing, growth rescue, OD600, 24 h; Potency, µM (doses to about 76.6 µM), for the others: at the top dose growth rescue (activation), actives largely listed as activators; 390,000 tested, 0.24% active; AID 1347120;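 also: potency is read from the fitted curve at half-maximal effect; plate controls were DMSO vehicle for no effect and reference control for full effect; nearly all actives have a fitted effect of over 55% in size; some results filed as inactive show a strong effect at the top dose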
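Yeast expressing FUS under galactose induction, OD 0.005 in 2% galactose medium; compounds in a dilution series, 24 h at 30C. Growth rescue by absorbance at 600 nm; CP55940 positive control, DMSO negative.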
DRD3 antagonist: antagonists of human D3 dopamine receptor; P35462; D3R cells, DiscoveRx beta-arrestin luminescence, antagonist mode; active compounds read low; max response, negative = inhibition, %; 360,000 tested, 2.5% active; in the data active = max response below about -50%; inconclusive = no clear call, values can overlap the other calls; also: % is scaled to controls: 0 for no effect and ±100 for the full control effect; mostly tested at two doses, the higher about 12 µM
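Cells expressing the human receptor were seeded at 1500 cells/well, incubated overnight at 37 degrees C in 5% CO2, then exposed to library compounds with dopamine controls for 90 minutes at 37 degrees C before luminescent detection.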
EPAC2 agonist: EPAC2 (human) agonism | Potency, µM (highest dose often 154 µM), for the others: top-dose activation, actives largely listed as activators | 360,000 tested, 0.079% active | EPAC2 activation, biochemical qHTS; response scale: 100% = 6.5 mM cAMP response | Q8WZA2 | AID 720711; also: potency is read from the fitted curve at half-maximal effect; nearly all actives have a fitted effect of over 50% in size
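Readout is BODIPY fluorescence (480 nm excitation, 540 nm emission), which falls as labeled GDP is exchanged off Rap1B. EPAC2 at 100 nM acted on 250 nM RAP1B-BODIPY-GDP with 50 uM GDP present.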
Abeta rescue: A-beta toxicity reversal in yeast. yeast expressing A-beta42, growth rescue, OD600, 48 h; response scale: 0% DMSO, 100% iron-clioquinol control. Potency, µM (top dose mostly 46.1 µM), for the others: at the highest dose growth rescue, hits mostly activators. 410,000 tested, 0.063% active. AID 1347071; also: potency is read from the fitted curve at half-maximal effect; nearly all actives have a fitted effect of over 55% in size
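Yeast A-beta toxicity model in growth medium with pinned compounds, 48 h at 30 C; growth read as absorbance at 600 nm. Normalized to FeCl3/clioquinol equimolar mix (positive) and DMSO (negative).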
TDP-43 yeast inh: rescues yeast growth from TDP-43 toxicity; TDP-43 expressing yeast growth rescue, BacTiter-Glo, 24 h; Potency, µM (titrated, usually from 46.1 µM), without a hit: at the highest dose growth rescue (activation), most hits filed as activators; 410,000 tested, 1.8% active; also: potency is read from the fitted curve at half-maximal effect; % of control where 0% means no effect; nearly all actives have a fitted effect of over 50% in size
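Yeast cells expressing TDP-43 under galactose induction are exposed to compounds for 24 hr at 30 deg C. BacTiter-Glo luminescence measures growth, so protective compounds score as activators.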
An asterisk follows results filed as active; ? = inconclusive; / = no result given; [ ] = remark or other dose. Unless noted, calls follow the shape of the dose curve; as a rule, active = well fitted curve in the direction sought with a large enough effect; inconclusive = small, poorly fitted or top-dose-only effect, or another doubt; inactive = no such curve, though single readings can be large; an effect the other way counts as inactive or inconclusive.

Molecule	EPAC2 antagonist	aSyn rescue	DRD3 agonist	FUS suppressor	DRD3 antagonist	EPAC2 agonist	Abeta rescue	TDP-43 yeast inh
CCOc1cc(NC(=S)NCCOC)c(OCC)cc1NC(=O)c1ccco1	-8%	-3%	12	21%	0	8%	20%	-8%
Cc1cccc(CSC2=NCCN2S(=O)(=O)c2ccc(F)cc2)c1	-10%	8%	-20	/	-11	13%	8%	?
Cc1occc1C(=O)N1CCN(c2ncccn2)CC1	-2%	0%	2	6%	22	-3%	9%	12%
CCC(=O)N1CCCC(C)(C(=O)Nc2ccc3oc(CC)nc3c2)C1 (stereo not given)	15%	-11%	9	-8%	7	3%	-15%	23%
CCc1cccc(N(C(=O)c2csnn2)C(C(=O)NC2CCCC2)c2cccnc2)c1 (stereo not given)	1%	5%	2	-10%	-5	-3%	-4%	-6%
O=C(COCc1ccccc1)N[C@@H]1c2ccccc2CC[C@@H]1OCc1ccccc1	?	-2%	-21	38%	-10	13%	4%	6%
CC(=O)c1ccc(NC(=O)COC(=O)C2CCN(S(=O)(=O)c3cccs3)CC2)cc1	-9%	0%	5	6%	14	?	-17%	-3%
CC(C)(Oc1ccc(CCNC(=O)c2ccc(-c3ccc(Cl)cc3)o2)cc1)C(=O)O	-1%	1%	8	-1%	4	-2%	-4%	21%
CCCCCCN1C[C@H](n2cc(COC(=O)c3ccccc3)nn2)[C@@H](O)C[C@@H]1c1ccc(Cl)cc1	-28%	-4%	13	?	18	-9%	16%	0%
COCC(=O)NC1CCN(C(=O)NCc2ccccc2)CC1	2%	4%	1	-10%	4	0%	4%	0%
COC(=O)c1sc(NC(=S)NC(=O)c2ccccc2)nc1C	22%	0%	7	/	8	8%	-16%	-16%
COc1ccc(NC(=O)COC(=O)[C@@H](NC(=O)c2c(F)cccc2F)C(C)C)cc1	-1%	5%	1	22%	13	-1%	7%	23%
COC(=O)c1ccccc1NC(=O)CNc1cc(OC)c(OC)cc1C	-1%	-13%	2	4%	10	11%	-8%	8%
Cc1[nH]c2ccccc2c1N=Nc1ccccc1F	-1%	-51%[inhibitor]	17	1%	-9	9%	22%	-4%[1.82 µM]
OC[C@@H]1CN(Cc2ccccc2)C[C@H](n2cnc3c(NCc4ccncc4)ncnc32)O1	10%	-2%	2	-17%	20	1%	-6%	24%
CCc1nc2ccc(C(=O)NCc3ccc4c(c3)OCO4)cn2c1N(CC)CCN(C)C	3%	3%	5	-5%	0	1%	8%	18%
COc1ccc(C(=O)O)cc1S(=O)(=O)N(C)CCc1ccccn1	0%	1%	-5	7%	6	-4%	-12%	-4%
CC(NC(=O)/C(C#N)=C/c1ccc(C(=O)O)cc1)c1ccccc1 (stereo not given)	2%	0%	-5	10%	-14	7%	4%	-17%
COc1cccc(-c2cc(C(=O)Nc3cc(Cl)ccc3O)on2)c1	/	/	-9	-17%	/	/	-16%	-7%[9.22 µM]
CCOc1ccc(CCNC(=O)COC(=O)COc2ccccc2C)cc1OCC	14%	5%	3	15%	8	5%	22%	0%
COCCNC(=S)NNC(=O)c1cc(-c2cccnc2)nc2ccccc12	13%	-4%	0	/	-18	4%	3%	?
CCN(CC)S(=O)(=O)c1ccc(Cl)c(NC(=O)c2ccc(C#N)cc2)c1	-7%	8%	-1	/	-3	13%	29%	0%
Cc1ccccc1N(CC(=O)NCc1ccc2c(c1)OCO2)C(=O)CCC(=O)Nc1ccccn1	12%	-6%	0	-3%	0	-10%	0%	6%
COc1ccc(OC)c2nc3c(C(=O)NCCN(C)C)cccc3nc12	-4%	-12%	-9	/	-25	0%	0%	-1%
CCOC(=O)c1c(C=O)c(C)n(Cc2ccc(C)cc2)c1C	0%	-8%	2	32%	39	8%	-18%	?
O=c1ccn(Cc2ccccc2Cl)cc1	-1%	0%	0	9%	-9	4%	10%	-12%
C=CCCC(=O)N1C[C@H]2CCN(C)[C@H]2C[C@H]1c1ccc(Br)cc1	8%	-2%	-13	-18%	-16	10%	-4%	14%
Cc1cc[n+](-c2[nH]c(=O)sc2/C=N/N=C(\[O-])c2ccncc2)cc1	4%	1%	3	9%	-3	1%	13%	10%
Cc1nn(C)c(C(=O)NC(=S)Nc2ccc([N+](=O)[O-])cc2)c1Cl	10%	-3%	2	14%	4	-1%	2%	24%
O=C(Nc1ccc(S(=O)(=O)N2CCOCC2)cc1)c1cccc(Br)c1	-9%	4%	-3	22%	2	6%	-4%	19%
CCOc1ccc(NC(=O)Cn2cc(C(=O)c3ccc(OCC)cc3)c(=O)c3cc4c(cc32)OCCO4)cc1	/	/	-11	-20%	/	/	-4%	4%
CC(C)(C)NC(=O)CN(C(=O)CS(=O)CC(=O)Nc1ccc(F)cc1)c1ccc(Cl)cc1 (stereo not given)	10%	-18%	7	37%	-18	-2%	6%	-20%
CC(=O)c1cccc(NS(=O)(=O)c2c(C(=O)N3CCCCCC3)c(C)n(C)c2C)c1	/	/	9	13%	/	/	3%	0%
COc1cc2c(c(OC)c1OC)C(=O)CC2	0%	0%	4	-10%	5	6%	3%	-6%
Cc1cc(C)n(CCC(=O)N/N=C/c2cccc([N+](=O)[O-])c2)n1	13%	0%	3	6%	6	5%	5%	15%
Cc1ccc(CNC(=O)CNC(=O)c2c(C)nn(C)c2Cl)cc1	8%	0%	-7	-6%	3	-3%	4%	3%
Cc1cccc(C(=O)OCCN2CCOCC2)c1	-4%	-1%	-3	2%	9	5%	-3%	-3%
CSc1ccc(S(=O)(=O)NCC(=O)OCC(=O)NCC2CCCO2)cc1[N+](=O)[O-] (stereo not given)	-6%	-7%	7	-3%	-1	2%	0%	-8%
O=C(/C=C\Nc1ccccn1)c1ccc(Cl)cc1	2%	-48%[inhibitor]	-13	7%	-5	9%	-43%[inhibitor]	17%
CC(=O)c1cccc(-c2ccnc3c2CC(C(=O)NCC2CC2)O3)c1 (stereo not given)	13%	-5%	-8	-12%	-25	7%	-1%	22%
O=C(CCN1CCCCC1)Nn1c(=S)[nH]c2ccccc2c1=O	-5%[57.1 µM]	-1%	-9	25%	-15	9%	-2%	-19%
CC(=O)Cc1nsc(Nc2ccc(Cl)cc2)n1	0%	5%	5	6%	0	1%	?	?
COCCn1c(=O)[nH]c2cc(C(=O)N3CCN(c4ccc(OC)cc4)CC3)ccc2c1=O	25%	0%	0	-8%	-23	10%	-10%	-6%
CSc1ncnc2c1ncn2CCCN1CCN(c2ccccn2)CC1	-8%	4%	18	-16%	-6	4%	-4%	26%
CC(=N[C@@H]1CCCC[C@H]1N=C(C)c1ccccc1O)c1ccccc1O	-3%	-1%	4	/	8	2%	-13%	19%

Profiles, quoted from the list. Order of values: EPAC2 antagonist, aSyn rescue, DRD3 agonist, FUS suppressor, DRD3 antagonist, EPAC2 agonist, Abeta rescue, TDP-43 yeast inh
Shown for `CC(=O)Cc1nsc(Nc2ccc(Cl)cc2)n1` = 0%, 5%, 5, 6%, 0, 1%, ?, ?
Shown for `CSc1ccc(S(=O)(=O)NCC(=O)OCC(=O)NCC2CCCO2)cc1[N+](=O)[O-]` (stereo not given) = -6%, -7%, 7, -3%, -1, 2%, 0%, -8%

Returning to the listing with the 2 entries that preceded the break.
Molecule	EPAC2 antagonist	aSyn rescue	DRD3 agonist	FUS suppressor	DRD3 antagonist	EPAC2 agonist	Abeta rescue	TDP-43 yeast inh
CSc1ncnc2c1ncn2CCCN1CCN(c2ccccn2)CC1	-8%	4%	18	-16%	-6	4%	-4%	26%
CC(=N[C@@H]1CCCC[C@H]1N=C(C)c1ccccc1O)c1ccccc1O	-3%	-1%	4	/	8	2%	-13%	19%
CCOc1cc(-c2noc(CCC(=O)N3CCOCC3)n2)ccc1OC	10%	1%	1	-3%	25	-1%	12%	4%
COc1ccc(N2CCN(c3nc(C)c(C)c(=O)[nH]3)CC2)cc1	-7%	-8%	-2	22%	3	9%	-16%	3%
O=C(COc1ccc2ccccc2c1)NNC(=O)c1cccs1	2%	-8%	-5	/	4	2%	0%	6%
O=C(NCc1ccco1)c1ccc2c(c1)C(=O)N(Cc1ccccc1)C2=O	-2%	-2%	2	21%	-9	-4%	10%	?
COc1cccc(-n2c(SCC(N)=O)nc3c(oc4ccccc43)c2=O)c1	/	/	-1	10%	/	/	-14%	12%
Cc1cc(F)ccc1S(=O)(=O)NCC(c1ccco1)S(=O)(=O)c1cccs1 (stereo not given)	/	/	-3	13%	/	/	-10%	?
CCN(CC)CCCNc1ccc2ncn3c4ccc(O)cc4c(=O)c1c23	60%[activator]	-3%	-10	/	7	-13%	0%	-15%
CCOc1ccc(NC(=O)CN(C)C(=O)CCCc2nc3ccccc3c(=O)[nH]2)cc1OCC	-11%	-1%	1	19%	-23	-3%	5%	18%
O=C(NC12CC3CC(CC(C3)C1)C2)c1ccco1	3%	4%	0	13%	-1	9%	2%	3%
COc1ccc(/C=N/N(C)C2=NCCN2)c(OC)c1OC	1%	-6%	-1	-30%	-1	8%	-18%	12%
O=C(C1CCN(c2ncnc3c2nc2n3CCCCC2)CC1)N1CCN(c2ccc(Cl)cc2)CC1	/	/	5	-10%	/	/	-7%	0%
COc1ccc(-c2cc3c(=O)n(CC(=O)NCCCN4CCN(Cc5ccccc5)CC4)ncn3n2)cc1	7%	2%	-15	-17%	-67*	2%	-17%	6%

Shown field by field: three of the compounds above
> O=C(/C=C\Nc1ccccn1)c1ccc(Cl)cc1
- EPAC2 antagonist: 2%
- aSyn rescue: -48%[inhibitor]
- DRD3 agonist: -13
- FUS suppressor: 7%
- DRD3 antagonist: -5
- EPAC2 agonist: 9%
- Abeta rescue: -43%[inhibitor]
- TDP-43 yeast inh: 17%
> Cc1[nH]c2ccccc2c1N=Nc1ccccc1F
- EPAC2 antagonist: -1%
- aSyn rescue: -51%[inhibitor]
- DRD3 agonist: 17
- FUS suppressor: 1%
- DRD3 antagonist: -9
- EPAC2 agonist: 9%
- Abeta rescue: 22%
- TDP-43 yeast inh: -4%[1.82 µM]
> C=CCCC(=O)N1C[C@H]2CCN(C)[C@H]2C[C@H]1c1ccc(Br)cc1
- EPAC2 antagonist: 8%
- aSyn rescue: -2%
- DRD3 agonist: -13
- FUS suppressor: -18%
- DRD3 antagonist: -16
- EPAC2 agonist: 10%
- Abeta rescue: -4%
- TDP-43 yeast inh: 14%

Only part of the results is shown; the hit share may differ from the screen's.
